Assay outcomes deposited in PubChem BioAssay by several laboratories.
Wnt act: Wnt/beta-catenin pathway activation | AID 743398 | 300,000 tested, 1.2% active | activation, % at 9.35 µM | Wnt/beta-catenin reporter cell assay, activator, plate reader; in the data active = activation above about 30%, passing the limit was not always enough;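 note: 0% = neutral control wells and 100% = positive control wells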
phage Ecoli inh: E. coli growth loss with phage present. growth absorbance. 360,000 tested, 0.26% active. inhibition, % at 11.9 µM; in the data active = inhibition above about 11%
Starred values were filed as active, the others as inactive. Only part of the results is shown, so the mix of outcomes need not match the whole.

Wnt act	phage Ecoli inh	mol
-1	3.3	CCCCC1Cc2[nH]c(=S)[nH]c(=O)c2C(c2ccc(C(C)C)cc2)O1 (stereo not drawn)
1	3.2	COCc1cccc(-c2csc(C(O)c3ccc(OC)cc3)n2)c1 (stereo not drawn)
-1	2.6	CCc1nc2ccc(C(=O)NCCCn3ccnc3)cn2c1N(CC)Cc1cccc(Br)c1
-3	0.6	COc1cc2cc(C(=O)NC(C)c3cccc4ccccc34)c(N)nc2cc1OC (stereo not drawn)
-2	2.6	COCC1CCN(Cc2c(C(=O)N3CCOCC3)nc3c(C)cccn23)C1 (stereo not drawn)
-2	4.0	COC(=O)[C@]12C[C@H](CC(=O)N3CCN(C(=O)c4ccco4)CC3)C(=O)N(CCC3=CCCCC3)C1=C[C@H](COCc1ccccc1)O[C@@H]2C
-2	0.8	CCc1nc2ccc(C(=O)N(C)Cc3ccccc3)cn2c1N(C)Cc1ccc(OC)cc1
0	4.4	C[C@@H]1CN([C@@H](C)CO)C(=O)CCCn2nncc2CO[C@H]1CN(C)S(=O)(=O)c1ccccc1
-2	1.5	O=C1C=C(OCCF)CC(c2ccccc2C(F)(F)F)O1 (stereo not drawn)
18	-0.9	CCC(c1nc2ccccc2[nH]1)n1c(-c2ccc3cc[nH]c3c2)nc2ccccc21 (stereo not drawn)
0	2.4	CC1=C(C(=O)N(C(C)C)C(C)C)CC(CC(=O)NCCc2ccccn2)C(=O)N1CCC1=CCCCC1 (stereo not drawn)
-2	-2.6	COc1ccc(Cl)cc1NC(=O)CCCn1c(=O)c2cccn2c2cccnc21
-2	5.9	Cc1cn([C@H]2C[C@H](O)[C@@H](CCC(=O)NCC(c3ccccc3)c3ccccc3)O2)c(=O)[nH]c1=O
-2	3.4	Cn1nc(SCc2ccccc2)c(=O)[nH]c1=O
-1	2.8	O=C1NC(Cc2ccc(O)cc2)c2nc3cc(F)c(F)cc3c(=O)n2-c2ncccc21 (stereo not drawn)
-1	-1.7	COCCNC(=O)c1ccc(N2CC3CC(C2)c2cccc(=O)n2C3)c(NC(=O)c2ccc(C(C)(C)C)cc2)c1 (stereo not drawn)
-2	0.1	Nn1c(SCC(=O)N2CCCC2)nnc1C1CCCCC1
-1	0.7	O=C1NC[C@@H](Cc2ccc(O)cc2)N(CCc2cc(C(F)(F)F)cc(C(F)(F)F)c2)C1=O
-2	2.3	Cc1ccc(NC(=O)C(C)N2CCCc3ccccc32)cc1S(=O)(=O)N1CCOCC1 (stereo not drawn)
1	3.3	CC(C)Cc1nnc(NC(=O)c2ccc(-n3cncn3)c([N+](=O)[O-])c2)s1
14	-0.2	CCN(C(=O)CCc1cn(CC)c2ccccc12)c1ccc(Oc2cccnc2)cc1
3	5.1	Cn1ccc2c(N(c3ccccc3)C3CCCCC3)cc3c(c21)C1CCC3O1 (stereo not drawn)
-1	0.5	COc1ccc(NC(=O)C2(C)CCN2C(=O)Cc2ccc(Cl)cc2Cl)cc1OC (stereo not drawn)
-3	0.9	COC(=O)c1cn(C(=O)c2ccc3c(c2)OCO3)c2ccccc12
1	3.3	CCOc1ccc(Oc2ccc(NS(=O)(=O)c3ccc(CCC(=O)O)cc3)cc2)cc1
-4	-0.4	O=C1NC[C@H](CCCCN2C[C@H](Cc3ccc(O)cc3)N(CC3CCCCC3)C(=O)C2=O)N(CCc2ccccc2)C1=O
-1	2.7	C[C@@H]1CN([C@@H](C)CO)C(=O)CCCn2nncc2CO[C@@H]1CN(C)C(=O)c1ccc(N2CCN(C)CC2)cc1
-1	0.1	CCCCCCCCN1C(=O)[C@H](CC(=O)NCCCC)C[C@@]2(C(=O)OCC)CCCC=C12
-1	1.2	C[C@@H]1CN([C@H](C)CO)C(=O)CCCn2cc(nn2)CO[C@H]1CN(C)C(=O)c1cc(-c2ccccc2)on1
-1	2.1	CCOC(=O)[C@]12CCCC=C1N(Cc1ccc(Cl)cc1Cl)C(=O)[C@H](CC(=O)N1CCN(C(=O)C3CC3)CC1)C2
-1	-2.0	CCN(CC)CCN1CCN(c2cncc(-c3cccc(N)c3)n2)CC1
-4	4.0	CCCN1CCN(CCCNC(=O)CN2C(=O)COc3ccc(C(C)(C)C)cc32)CC1
-2	1.6	CC(C)n1nnnc1C1c2ccccc2C(=O)N1Cc1cccc(F)c1 (stereo not drawn)
-1	0.9	COc1cccc(-c2cnc3c(NC=O)cc(-c4cc(C)c(O)c(C)c4)cn23)c1
-2	2.0	CCOC(=O)[C@]12CCCC=C1N(Cc1cccc3ccccc13)C(=O)[C@H](CC(=O)NCCCOC)C2
-2	1.6	Cc1ccc(NS(=O)(=O)c2cc3c(cc2Br)NC(=O)CO3)cc1C
2	1.9	NC(=O)[C@@H]1CCCN1C(=O)[C@H]1O[C@@H](n2ccc(N)nc2=O)[C@H](O)[C@@H]1O
0	2.3	C[C@@H]1CN([C@H](C)CO)C(=O)CCCn2nncc2CO[C@H]1CN(C)C(=O)Nc1ccc(N2CCN(C)CC2)cc1
1	1.7	C=CCOc1ccc(C[C@H](N)C(=O)NC[C@H]2O[C@@H](n3ccc(N)nc3=O)[C@H](O)[C@@H]2O)cc1
-2	3.1	CN[C@H](C)C(=O)NC[C@H]1O[C@@H](n2cc(C)c(=O)[nH]c2=O)C[C@@H]1O
-1	3.1	COC(=O)c1ccc2nc(-c3ccc(OC)c(OC)c3)c(Cc3ccccc3OC)n2c1
0	3.6	O=C(Nc1ccc2c(c1)OCO2)c1csc([C@H]2C[C@H](O)[C@@H](CO)O2)n1
-1	2.1	CC1(C)CC(=O)C=C(c2ccccc2-c2ccc3cc[nH]c3c2)C1=O
-1	2.5	COc1ccccc1-c1cccc(-c2nc(C(=O)N3CCCCC3)cc3c2[C@H](CCO)N(S(=O)C(C)(C)C)C3)c1 (stereo partly drawn)
-1	0.0	CC1CCCCC1NC(=O)CSc1nnc(C(F)(F)F)n1C (stereo not drawn)
-3	0.9	Cc1ccc(S(=O)(=O)NC(=O)C2(C)CCN2C(=O)c2cccc(F)c2)cc1 (stereo not drawn)
-1	-2.0	C[C@H](CO)N1C[C@H](C)[C@@H](CN(C)Cc2ccc(-c3ccccc3)cc2)Oc2ncc(C#C[C@@H](C)O)cc2C1=O
-1	3.2	Cc1ccccc1CNC(=O)c1ccc2sc([C@H]3C[C@H](O)[C@@H](CO)O3)nc2c1
-5	1.7	O=C(c1cccnc1)N1CCC2CC1c1c(Cl)cccc12 (stereo not drawn)
-4	2.7	Cc1ccc(S(=O)(=O)N2[C@H](CC(=O)c3ccc(Cl)c(Cl)c3)OC[C@@H]2C)cc1
-1	1.1	N#CC1=C(Nc2ccccc2Cl)SC(c2ccncc2)NC1=O (stereo not drawn)
-3	3.0	COc1ccc(C(C(=O)NC2CCCC2)n2c(-c3cccs3)nc3ccccc32)cc1 (stereo not drawn)
-2	1.2	COc1ccccc1CCn1cnc(-c2ccccc2OC)c1C(C)C
-1	3.5	CC(=O)c1ccc(N2CCN(C(=O)C(=O)c3cn(CC(=O)N4CCOCC4)c4ccccc34)CC2)cc1
-3	3.3	CC[C@H](C)[C@@H]1NC(=O)[C@@H](CC(C)C)NC(=O)[C@H](C(C)C)NC(=O)[C@H]2CSSC[C@H](NC1=O)C(=O)N2
-1	0.8	CCCc1cc(=O)n2[nH]c(C)c(-c3ccccc3OC)c2n1
-2	0.9	CC(C)(C)OC(=O)NCCc1onc(-c2ccc([N+](=O)[O-])cc2)c1C(=O)O
4	3.9	O=C(NCc1cccc(Cl)c1)c1ccc(-c2cccnc2)c2ccoc12
-5	1.2	O=C(NCCOc1ccccc1)N1[C@H]2CC[C@@H]1C=C(c1ccc(F)cc1OCc1ccccc1)C2
-2	1.7	CCOC(=O)[C@]12CCC=C1N(CCC1=CCCCC1)C(=O)[C@H](CC(=O)NCc1cccc3ccccc13)C2

Further results follow.
Wnt act	phage Ecoli inh	mol
0	0.0	COc1ccc(CN2C[C@H]3CON(C)[C@H]3C[C@H]2c2ccc(-c3ccccc3)cc2)cc1
-1	-0.4	O=C(Oc1ccc(-c2nnco2)cc1)c1cc(S(=O)(=O)N2CCOCC2)ccc1F
-1	3.4	CN(C)CCN1CCN(C2CN(C3CCCC3)S(=O)(=O)C2)CC1 (stereo not drawn)
-1	2.2	Nc1c(-c2cccs2)nc2ccccn12
-1	1.0	CC(C)C[C@H]1CN(CCCC[C@H]2CNC(=O)C(=O)N2Cc2ccccc2)C(=O)C(=O)N1CCc1ccc(O)cc1
2	2.5	CS(=O)(=O)N1CCCCC1c1cc(C(=O)Nc2ccccc2)no1 (stereo not drawn)
-2	0.7	CC1=C(C(=O)N(C)C)CC(CC(=O)NCCCCc2ccccc2)C(=O)N1CCCN1CCCC1=O (stereo not drawn)
0	2.0	CC1(C)CC[C@]2(C(=O)O)CC[C@]3(C)C(=CCC4[C@]56CC[C@@](O)(OC5)C(C)(C)C6CC[C@]43C)C2C1 (stereo partly drawn)
-2	2.8	O=C(NCC1CC1)NC(=O)c1ccccc1F
1	-1.0	CC1(C(=O)NCCC(F)(F)F)Cc2c(-c3cccc(C(N)=O)c3)ccnc2O1 (stereo not drawn)
-3	0.3	COc1ccc(NC(=O)c2sc(=O)n(Cc3ccc(SC)cc3)c2C)cc1OC
-16	3.3	CC(C)C[C@H]1CNC(=S)N1C[C@H]1CCCN1C[C@H](Cc1ccc(O)cc1)N1C[C@H](CC(C)C)N(CCc2ccccc2)C1=S
0	-0.5	COCCN(C(=O)CSc1nnc(-c2ccccc2F)o1)c1c(N)n(Cc2ccccc2)c(=O)[nH]c1=O
-1	3.6	Cc1cc(F)cc(-c2cc(C(=O)NCc3ccccn3)[nH]n2)c1
-3	0.6	CCc1nc2ccc(C(=O)N3CCN(S(=O)(=O)CC)CC3)cn2c1N(CC)CCOC
-1	1.1	COCCCn1cc(CN2CC(N3CCN(C)CC3)CS2(=O)=O)nn1 (stereo not drawn)
0	0.0	O=C(NCc1ccccn1)[C@@H]1CCCN1C(=O)[C@@H]1CCCN1C(=O)c1c(F)cccc1F
-2	3.4	COc1ccccc1CNC(=O)C1(C)CCCCN1C (stereo not drawn)
-18	8.6	CC(=NNc1ccc2ccccc2n1)c1ccccn1
-1	1.8	Cc1noc(C)c1S(=O)(=O)N(C)C[C@@H]1OCc2cnnn2CCCC(=O)N([C@@H](C)CO)C[C@@H]1C
-1	0.2	CN(C)C(=O)c1ccc(SC(=S)NCc2ccccc2)cc1
-4	1.8	C#CCNC(=O)C[C@@H]1C[C@@]2(C(=O)OC)CCCCC=C2N(Cc2ccc3c(c2)OCO3)C1=O
-1	2.2	CC1(C(=O)NS(=O)(=O)Cc2cccc(Cl)c2)CCN1C(=O)Cc1ccccc1 (stereo not drawn)
-1	-0.2	C=CCNc1nc(NCCOC)c2sc(-c3ccccc3)cc2n1
0	1.5	C=CCC[C@@H](CCCCC)OC(=O)/C=C/[C@@H](O)[C@H](O)C[C@@H](O)CC=C
-6	2.2	C[C@H](O)[C@@H]1C(=O)N2CCc3c([nH]c4c(-c5ccccc5)cccc34)[C@@H]2C[C@@H]1N(C)C(=S)NCCc1ccccc1
-2	0.9	COc1ccc(-c2csc(C(C)(O)c3ccc(F)c(F)c3)n2)cc1 (stereo not drawn)
1	5.3	COC(=O)c1cc2c(c3c4cc(OC)ccc4n(S(=O)(=O)c4ccc(C)cc4)c13)C(=O)N(C)C2
-3	3.4	O=C(NCc1ccc(F)cc1)c1cc(C2CCCCN2S(=O)(=O)Cc2ccccc2)on1 (stereo not drawn)
-4	-0.1	Cc1cc(C)c2c(=O)n3c(nc2c1)C(Cc1ccccc1)NC(=O)c1cccnc1-3 (stereo not drawn)
-5	3.7	COCCNC(=O)C1CCCN(C(=O)c2cc(-c3cccs3)oc2C)CC1 (stereo not drawn)
-1	1.5	C[C@H](CO)N1C[C@H](C)[C@@H](CN(C)C(=O)Cc2ccccc2)OCCCC[C@H](C)Oc2ccc(NC(=O)NC3CCCCC3)cc2C1=O
-4	2.3	CN1CCN(c2ncnc3c2ncn3[C@H]2CN(Cc3ccccc3)C[C@@H](CO)O2)CC1
-2	-0.8	CCCCCCN1CCN(C2CN(Cc3cn(CCCC(=O)OC)nn3)S(=O)(=O)C2)CC1 (stereo not drawn)
-2	0.7	CCCCCC(=O)N1C[C@H](n2cc(COC(=O)c3ccccc3)nn2)[C@@H](O)C[C@@H]1c1ccc(OC)cc1
1	1.3	Cc1ccc(S(=O)(=O)N2CCC(C(=O)OCC(=O)N3C(C)CCCC3C)CC2)cc1C (stereo not drawn)

For reference, twelve of the compounds above:
Wnt act	phage Ecoli inh	mol
-4	1.8	C#CCNC(=O)C[C@@H]1C[C@@]2(C(=O)OC)CCCCC=C2N(Cc2ccc3c(c2)OCO3)C1=O
-1	2.2	CC1(C(=O)NS(=O)(=O)Cc2cccc(Cl)c2)CCN1C(=O)Cc1ccccc1 (stereo not drawn)
-1	-0.2	C=CCNc1nc(NCCOC)c2sc(-c3ccccc3)cc2n1
0	1.5	C=CCC[C@@H](CCCCC)OC(=O)/C=C/[C@@H](O)[C@H](O)C[C@@H](O)CC=C
-6	2.2	C[C@H](O)[C@@H]1C(=O)N2CCc3c([nH]c4c(-c5ccccc5)cccc34)[C@@H]2C[C@@H]1N(C)C(=S)NCCc1ccccc1
-2	0.9	COc1ccc(-c2csc(C(C)(O)c3ccc(F)c(F)c3)n2)cc1 (stereo not drawn)
1	5.3	COC(=O)c1cc2c(c3c4cc(OC)ccc4n(S(=O)(=O)c4ccc(C)cc4)c13)C(=O)N(C)C2
-3	3.4	O=C(NCc1ccc(F)cc1)c1cc(C2CCCCN2S(=O)(=O)Cc2ccccc2)on1 (stereo not drawn)
-4	-0.1	Cc1cc(C)c2c(=O)n3c(nc2c1)C(Cc1ccccc1)NC(=O)c1cccnc1-3 (stereo not drawn)
-5	3.7	COCCNC(=O)C1CCCN(C(=O)c2cc(-c3cccs3)oc2C)CC1 (stereo not drawn)
-1	1.5	C[C@H](CO)N1C[C@H](C)[C@@H](CN(C)C(=O)Cc2ccccc2)OCCCC[C@H](C)Oc2ccc(NC(=O)NC3CCCCC3)cc2C1=O
-4	2.3	CN1CCN(c2ncnc3c2ncn3[C@H]2CN(Cc3ccccc3)C[C@@H](CO)O2)CC1
